# Bioassay records deposited in PubChem BioAssay by several laboratories.
# G6PDH CS – L. mesenteroides G6PDH inhibitors, counter-screen for G6PDH-coupled screening assays, biochemical, Leuconostoc mesenteroides enzyme; AID 1020, 2008; 0.12% of 200,000 active; Purified L. mesenteroides G6PDH, diaphorase/resazurin coupled fluorescence, 45 min; inhibition, % at 5 µM; in the data active means inhibition above about 50%
# Hsp70 act – Hsp70 transcriptional activators, primary screen, cell-based, HeLa, Hsp70 promoter luciferase, luminescence, 10 µM; HeLa Hsp70 promoter luciferase reporter; scaled: vehicle 0, proteasome-inhibitor control 100%; activation, % at 10 µM; 0.04% of 200,000 active; AID 1203, 2008;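 active means activation above the mean across all tested compounds plus 3 SD, cutoff set per campaign, cut at about 5.5% in these data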;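 further: 100% = MG132 at 30 µM as the positive control and 0% = DMSO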
# Diaph inh CS – diaphorase inhibitors and chemical oxidizers, primary screen, counter-screen for diaphorase-coupled primary assays, biochemical, uHTS, resorufin fluorescence; inhibition, % at 20 µM; diaphorase resazurin-to-resorufin fluorescence, NADH, 16 min; bacterial (C. kluyveri) enzyme, not human; AID 1217, 2008; 0.69% of 190,000 active;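 active means primary screen inhibition at 20 µM above a set limit, cut at about 50% in these data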;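 further: plate controls were DMSO with full reaction for no effect and wells lacking NADH for full effect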
#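 System: Bacterial diaphorase enzyme (C. kluyveri) | Incubation: 16-min room-temperature incubation before reading | Benchmarks: No-NADH positive control and DMSO neutral control | Measured by: Resorufin fluorescence 544/590 nm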
# APP 5UTR inh – inhibitors of APP translation via 5'UTR reporter, primary screen, APP 5'UTR luciferase, SH-SY5Y cells | SH-SY5Y APP 5'UTR-luciferase reporter, luminescence | 0.82% of 190,000 active | inhibition, % at 2 µM;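 active means inhibition above a set limit, derived from the sample mean plus 3 SD, cut at about 45% in these data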; further: values of inactives mirror those of a sister screen read the other way
# STAT3 activator – IL-6 driven STAT3 reporter potentiators, primary screen, U3A cells, luciferase, luminescence, MLSCN library. IL-6 STAT3-luciferase reporter; 100% = signal with IL-6 EC80 alone. activation (% of control), % at 5.6 µM. 0.91% of 190,000 active;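 active means activation above the screen-wide mean of compound activation plus 3 SD, cut at about 130% in these data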;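 further: 0% = background luminescence of wells with medium and substrate only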
#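 Material: STAT1-lacking human U3A cells, STAT3 luciferase reporter | Benchmarks: IL-6-only wells as 100% reference | Probe or stimulus: IL-6 (33 ng/mL) | Timing: Compound 1 h, then IL-6 6 h at 37 °C | Detection: Luminescence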
# TLR4 MyD88 comp – inhibitors of TLR4-MyD88 association in cells, primary screen, cell-based, HeLa CL3-4, BLA complementation, FRET ratio; 0.18% of 200,000 active; Toll-like receptor 4 (Homo sapiens) + Myeloid differentiation primary response protein …; inhibition, % at 8.4 µM; HeLa CL3-4 TLR4/MyD88 BLA complementation; in the data active means inhibition above about 25%;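 further: 0% = vehicle and 100% = reference inhibitor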
# Target sequence (O00206 whole entry, looked up): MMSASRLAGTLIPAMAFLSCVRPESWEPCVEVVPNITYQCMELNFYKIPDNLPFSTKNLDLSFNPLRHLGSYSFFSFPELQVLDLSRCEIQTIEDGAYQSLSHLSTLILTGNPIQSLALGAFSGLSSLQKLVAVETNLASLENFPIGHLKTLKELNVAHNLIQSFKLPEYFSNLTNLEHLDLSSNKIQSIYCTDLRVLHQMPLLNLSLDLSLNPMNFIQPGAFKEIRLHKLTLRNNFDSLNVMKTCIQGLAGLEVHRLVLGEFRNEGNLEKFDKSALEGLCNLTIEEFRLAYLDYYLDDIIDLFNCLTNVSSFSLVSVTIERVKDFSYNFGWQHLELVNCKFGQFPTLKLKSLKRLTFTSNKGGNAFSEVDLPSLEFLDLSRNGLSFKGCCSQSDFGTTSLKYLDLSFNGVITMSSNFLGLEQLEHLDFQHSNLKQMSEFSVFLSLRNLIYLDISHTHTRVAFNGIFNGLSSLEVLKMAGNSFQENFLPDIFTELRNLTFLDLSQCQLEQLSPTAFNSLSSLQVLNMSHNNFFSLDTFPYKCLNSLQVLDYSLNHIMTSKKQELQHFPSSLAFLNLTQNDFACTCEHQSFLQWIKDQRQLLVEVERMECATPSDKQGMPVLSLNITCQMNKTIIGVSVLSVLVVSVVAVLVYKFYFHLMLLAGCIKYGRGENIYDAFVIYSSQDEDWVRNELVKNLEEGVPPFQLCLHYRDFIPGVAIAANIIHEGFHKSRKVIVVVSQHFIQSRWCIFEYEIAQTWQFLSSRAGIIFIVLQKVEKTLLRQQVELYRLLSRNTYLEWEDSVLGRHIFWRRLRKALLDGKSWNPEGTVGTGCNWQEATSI
# Target sequence (Q99836 whole entry, looked up): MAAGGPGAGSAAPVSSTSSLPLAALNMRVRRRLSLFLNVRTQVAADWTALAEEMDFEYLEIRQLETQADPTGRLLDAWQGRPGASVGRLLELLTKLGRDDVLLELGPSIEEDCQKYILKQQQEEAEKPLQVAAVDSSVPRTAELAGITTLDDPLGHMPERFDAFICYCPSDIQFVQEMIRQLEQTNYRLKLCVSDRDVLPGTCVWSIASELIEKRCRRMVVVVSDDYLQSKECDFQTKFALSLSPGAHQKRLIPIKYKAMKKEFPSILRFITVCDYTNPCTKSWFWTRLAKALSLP
# STAT1 activator – STAT1 signaling activators, primary screen, cell-based, HTS, luciferase reporter; NIH 3T3 STAT1-luciferase reporter, IFN-gamma, luminescence; 100% = IFN-gamma alone, no compound; 2.6% of 200,000 active; activation (% of control), % at 5.5 µM;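 active means activation above the screen-wide mean activation plus 3 SD, cut at about 130% in these data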;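 further: raw ratio to IFN-gamma control signal so 100% means no change and 0% no light; values of inactives mirror those of a sister screen read the other way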
# STAT3 inh – IL-6 driven STAT3 reporter inhibitors, primary screen, U3A cells, luciferase, luminescence, MLSCN library; IL-6 STAT3-luciferase reporter; host cell line lacks STAT1; AID 862, 2007; 0.89% of 190,000 active; inhibition, % at 5.5 µM;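 active means inhibition above the mean inhibition across all screened compounds plus 3 SD, cut at about 44% in these data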;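 further: 0% = DMSO only wells and 100% = 100 µM nifuroxazide control wells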
# STAT1 blocker – STAT1 signaling inhibitors, primary screen, cell-based, HTS, luciferase reporter. NIH 3T3 STAT1-luciferase reporter, IFN-gamma, luminescence. inhibition, % at 5.5 µM. 0.35% of 200,000 active. AID 920, 2007;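 active means inhibition above a set limit, the mean inhibition across all tested compounds plus 3 SD, cut at about 34% in these data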;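 further: 0% = IFN-gamma with DMSO and 100% = IFN-gamma with 300 µM nifuroxazide; values of inactives mirror those of a sister screen read the other way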
# Diaph act CS – compounds boosting diaphorase resazurin reduction – biochemical, uHTS, resorufin fluorescence, counter-screen for diaphorase-coupled primary assays, primary screen; AID 1229, 2008; 0.005% of 190,000 active; Diaphorase/resazurin coupled assay, 16 min; active compounds read high; 1 = vehicle wells, 0 = NADH-free wells; activation factor at 20 µM;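 active means diaphorase activity raised at least twofold by the compound at 20 µM; inactive means activation factor below 2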
#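 Material: bacterial diaphorase enzyme (C. kluyveri); amount: enzyme 0.07 U/mL final; reagent: NADH substrate 0.114 mM plus resazurin dye 0.1 mM, final; doses: single compound dose of 20 µM, 1% DMSO final; timing: 16 min enzyme reaction, ambient temperature; measured by: fluorescence of resorufin, 544 nm excitation, 590 nm emission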
# Numbers without * were called inactive; x = not tested or not shown. No enrichment for hits. Share with any hit: about 6.1%.
SMILES,G6PDH CS,Hsp70 act,Diaph inh CS,APP 5UTR inh,STAT3 activator,TLR4 MyD88 comp,STAT1 activator,STAT3 inh,STAT1 blocker,Diaph act CS
CC(C)(C)c1cc(CN2CCOCC2)c(C(=O)O)o1,4.2,-0.2,3.2,9.0,114.1,-5.2,90.4,-11.7,10.4,1
Cc1c(C(=O)NCc2ccccc2)oc2ccc(S(=O)(=O)N3CCCC3)cc12,0.1,-0.2,16.0,-7.2,97.0,1.3,98.5,8.9,1.6,0.8
COc1ccccc1NC(=S)NC(=O)c1ccc(Cn2cc(Br)cn2)cc1,-2.1,-0.1,20.4,-14.6,102.4,-3.6,95.2,-4.5,5.2,0.8
NC(=O)C1CCN(C(=O)c2cc(S(=O)(=O)N3CCOCC3)ccc2Cl)CC1,12.8,-0.1,-30.4,-1.5,99.5,-14.3,101.1,5.8,-2.5,1.3
COc1ccccc1/C=C(\NC(=O)c1ccc(OC)c(OC)c1)C(=O)Nc1ccc([N+](=O)[O-])cc1,-16.7,-0.3,0.0,3.9,101.3,-18.6,102.1,-1.2,-2.4,1
Cc1ccc(NC(=O)NNC(=O)c2cccs2)cc1,-4.1,-0.3,13.7,-18.9,106.5,-5.9,104.9,-5.4,-5.5,0.9
NC(=O)c1c(NC(=O)CN2C(=O)CCC2=O)sc2c1CCCCC2,-0.9,-0.1,-9.9,19.6,101.8,-2.4,97.5,3.1,2.8,1.1
C=CCn1c(=O)c2ccccc2n2c(SC(C)C(=O)Nc3nc(-c4ccccc4)cs3)nnc12 (centres undefined),4.0,-0.2,17.8,-1.6,99.2,9.9,102.3,5.8,-2.5,0.8
Cc1ccc(NC(=O)Cn2c(=O)n(CCC(=O)NC3CCN(Cc4ccccc4)CC3)c(=O)c3ccccc32)cc1,5.9,0.0,-11.0,-23.4,106.4,2.1,101.1,-6.6,-2.3,1.1
COc1ccc(Nc2ncc(C(=O)N3CCN(c4ccc(F)cc4)CC3)c3ccccc23)cc1,4.0,0.1,26.6,-13.8,94.2,5.2,101.1,10.5,-1.2,0.7
O=C(O)Cc1ccc(NC(=O)C(c2ccccc2)c2ccccc2)cc1,12.1,0.1,16.9,-4.5,106.5,-5.2,108.0,-0.2,-10.7,0.8
O=C(N/N=C/c1cc2c(cc1Cl)OCO2)c1ccccn1,x,0.0,x,-23.4,93.3,-8.8,134.2*,17.9,-38.0,x
CC(C)(C)NC(=O)CN(C(=O)c1csnn1)c1ccccc1-c1ccccc1,9.8,0.0,x,10.8,98.9,2.8,88.1,3.5,11.1,x
COc1cc2c(cc1OC)C(C)N(C(=O)c1ccc(Br)o1)CC2 (centres undefined),14.4,-0.3,8.5,10.3,115.9,-10.7,99.7,-16.0,0.3,0.9
Fc1ccccc1C1c2cccn2CCN1C(=S)Nc1cccc(Br)c1 (centres undefined),9.9,-0.2,16.2,-3.0,100.1,-2.7,103.2,7.5,-3.8,0.8
CCn1c(SCC(=O)Nc2nnc(C)s2)nc2c(c1=O)SC(C)C2 (centres undefined),-27.9,-0.4,14.0,-18.9,102.6,7.2,96.8,-3.0,4.3,0.9
CSc1ccccc1NC(=O)c1cccnc1,-13.0,-0.2,6.8,-15.3,112.7,-0.8,100.9,-12.9,-1.5,0.9
Cc1cc(-c2ccccc2)nc(N2CCC(C(=O)NCC3CCCCC3)CC2)n1,x,0.0,x,8.1,101.7,13.8,104.9,-0.6,-3.6,x
CC(=O)c1cccc(NC(=O)COC(=O)c2cccs2)c1,5.0,-0.3,-2.1,24.7,96.7,5.5,102.7,8.5,-3.0,1
CC(C)=C1SC(N2CCCCC2)=NC1=O,3.9,-0.3,6.4,-12.2,109.7,-4.1,96.1,-11.8,-6.5,0.9
CC(C)(C)NC(=O)C(c1ccc(OCC(N)=O)cc1)N(C(=O)c1cccnc1)C1CC1 (centres undefined),2.0,-0.1,2.2,0.1,105.2,-0.1,99.6,0.3,0.5,1
CC(=O)Nc1ccc(S(=O)(=O)NC(C)C(=O)NCCc2ccc(F)cc2)cc1 (centres undefined),5.9,-0.2,0.0,5.8,102.3,-7.4,97.5,-1.0,2.6,1
O=C(CCc1ccc(S(=O)(=O)NCc2ccccc2)cc1)NCC1CCCO1 (centres undefined),8.4,-0.4,5.1,-8.7,94.4,4.8,105.4,10.3,-6.1,0.9
Cc1cccc(NCC(=O)N/N=C/c2cccc(Br)c2)c1,-7.4,0.2,-12.7,0.9,87.9,-3.9,107.6,16.4,-9.3,1.1
COc1cc(NC(=O)CN2C(=O)CN(C)C2=O)c(C)cc1[N+](=O)[O-],1.2,-0.2,8.9,-32.4,103.3,3.3,98.7,-4.5,1.5,0.9

# Exported with tabs: four of the compounds above
Molecule	G6PDH CS	Hsp70 act	Diaph inh CS	APP 5UTR inh	STAT3 activator	TLR4 MyD88 comp	STAT1 activator	STAT3 inh	STAT1 blocker	Diaph act CS
COc1ccccc1/C=C(\NC(=O)c1ccc(OC)c(OC)c1)C(=O)Nc1ccc([N+](=O)[O-])cc1	-16.7	-0.3	0.0	3.9	101.3	-18.6	102.1	-1.2	-2.4	1
COc1cc2c(cc1OC)C(C)N(C(=O)c1ccc(Br)o1)CC2 (centres undefined)	14.4	-0.3	8.5	10.3	115.9	-10.7	99.7	-16.0	0.3	0.9
Fc1ccccc1C1c2cccn2CCN1C(=S)Nc1cccc(Br)c1 (centres undefined)	9.9	-0.2	16.2	-3.0	100.1	-2.7	103.2	7.5	-3.8	0.8
NC(=O)C1CCN(C(=O)c2cc(S(=O)(=O)N3CCOCC3)ccc2Cl)CC1	12.8	-0.1	-30.4	-1.5	99.5	-14.3	101.1	5.8	-2.5	1.3

# The results go on.
SMILES,G6PDH CS,Hsp70 act,Diaph inh CS,APP 5UTR inh,STAT3 activator,TLR4 MyD88 comp,STAT1 activator,STAT3 inh,STAT1 blocker,Diaph act CS
CCN1C(=O)CC(N2CCC(C(=O)OC)CC2)C1=O (centres undefined),-11.7,0.0,12.3,-45.6,96.3,-1.1,94.5,7.4,7.0,0.9
COc1cc(C(=O)OCCNC(=O)c2ccncc2)cc(OC)c1OC,-0.6,0.2,-3.9,-6.6,104.7,3.4,97.2,-10.9,3.1,1
CCOC(=O)c1c(C)[nH]c(C(=O)COC(=O)/C=C/c2ccc(OC(F)F)cc2)c1C,-3.8,-0.1,2.7,3.2,89.8,-17.2,87.2,12.4,14.6,1
COc1cc2c(cc1OC)CN(C(=O)c1cccs1)CC2,-2.3,-0.2,9.6,-16.1,89.9,-3.9,102.6,15.5,-2.9,0.9
CN(Cc1ccccc1)c1nc2c(c(=O)[nH]c(=O)n2C)n1CCSc1nc2ccccc2[nH]1,-3.6,0.0,15.6,17.0,105.9,-1.8,108.6,-3.3,-9.4,0.8
CCOC(=O)C1(CC2CCCCO2)CCN(Cc2nc(C(C)C)cs2)CC1 (centres undefined),4.8,-0.1,11.8,-8.7,110.0,-6.7,90.7,-8.4,8.9,0.9
COc1ccc(NC(=O)CSc2nnc(-c3ccccc3)n2N)cc1,2.3,-0.1,16.0,25.5,100.4,14.8,95.9,2.6,2.5,0.8
COc1ccc(/C(O)=C2/C(=O)C(=O)N(CCN(C)C)C2c2ccccn2)cc1OC (centres undefined),3.4,-0.5,11.0,-9.0,103.3,4.7,109.6,-2.8,-11.7,0.9
Cc1ccc(-n2c(C)cc(C(=O)COC(=O)c3c(C)noc3C)c2C)cc1,-1.5,0.3,16.6,-72.3,89.3,2.5,129.3*,16.2,-31.6,0.8
COc1cc(OC)c(NS(=O)(=O)c2coc(C(N)=O)c2)cc1Cl,-1.9,-0.2,15.4,-14.3,95.0,-5.2,111.5,14.4,-12.7,0.8
CC(=O)c1c(C)[nH]c(C(=O)NCc2ccc(C)cc2)c1C,0.7,-0.4,13.4,-3.2,92.2,0.6,105.3,9.4,-2.2,0.9
Cc1ccc(NCC(=O)N=Nc2c(O)n(C)c3ccccc23)cc1,12.1,-0.4,-1.5,-62.7,102.2,6.8,105.6,2.0,-7.8,1
CC1=C(C(N)=O)C(c2cccs2)NC(=S)N1 (centres undefined),8.4,1.1,-16.3,14.8,109.3,-7.8,101.5,-8.6,-3.6,1.2
Cc1ccc(N(CC(=O)NCCc2ccc(F)cc2)S(=O)(=O)c2ccc(Cl)c([N+](=O)[O-])c2)c(C)c1,-6.8,-0.1,14.7,2.0,102.0,-3.7,96.6,3.1,3.8,0.9
CC(C)CCNC(=O)c1ccc(C2SCC(=O)N2Cc2ccco2)cc1 (centres undefined),3.9,0.3,10.6,3.9,95.8,-0.3,100.9,7.0,-1.0,0.9
Cc1cc(C)cc(-n2c(C)cc(C=C(C#N)C#N)c2C)c1,12.2,-0.1,11.5,-1.5,120.9,13.8,108.6,-20.7,-9.6,0.9
Cn1c(=O)cc(OCCCC(=O)Nc2ccc3c(c2)OCCO3)c2ccccc21,7.3,-0.4,-4.4,-5.7,86.7,-2.0,102.0,17.1,-2.2,1
c1ccc(CSc2ncnc3c2sc2nc(N4CCOCC4)c4c(c23)CCCC4)cc1,6.5,0.2,5.3,2.5,99.4,-1.6,102.4,1.1,-2.6,0.9
Cc1ccc(-c2nn(-c3cccc(F)c3)cc2CNCCc2ccncc2)o1,7.3,0.0,-13.4,-7.4,103.6,-14.5,108.2,0.2,-10.8,1.1
COc1cc(Br)c(C2C(C#N)=C(N)Oc3n[nH]c(-c4cccnc4)c32)cc1OC (centres undefined),0.2,-0.3,13.5,1.4,98.4,-17.4,90.9,3.2,8.3,0.9
O=C(O)CCCN1C(=O)NC2NC(=O)NC21 (centres undefined),0.9,0.1,11.8,-7.6,95.5,4.8,102.8,11.6,-3.1,0.9
O=C(NCc1cccnc1)c1ccc(S(=O)(=O)N2CCOCC2)cc1,2.4,-0.1,13.6,-11.2,107.4,1.5,101.6,-5.5,-1.7,0.9
CCOc1ccc(NC(=S)Nc2cccnc2)cc1,16.1,1.0,5.8,-8.0,107.0,11.2,99.0,-1.2,-0.3,0.9
CCC(=O)Nc1cccc(-n2nnnc2SCC(=O)N2CCCCC2)c1,6.9,0.2,-3.9,-7.2,103.7,1.1,107.6,3.1,-9.4,1
Cc1cc(C(=O)NNC(=S)Nc2ccccc2)nn1C,9.5,-0.4,5.8,-10.1,98.0,-13.6,108.4,7.6,-10.4,0.9
